A3G deaminase = APOBEC3G DNA deaminase inhibitors, primary screen, biochemical, fluorescence, single-stranded DNA substrate, uHTS; DNA dC->dU-editing enzyme APOBEC-3G (Homo sapiens), Q9HC16; recombinant A3G, ssDNA deamination FAM/TAMRA fluorescence; inhibition, % at 20 µM; 330,000 compounds, 0.28% hits; AID 493012, 2011;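 active means inhibition of at least 40% at 20 µM, with no more than 30% in the related APOBEC3A deaminase screen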;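 further: plate controls were DMSO wells with A3G for no effect and wells lacking A3G enzyme for full effect; some compounds called inactive have numbers as strong as hits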
Target sequence (Q9HC16 whole entry, looked up): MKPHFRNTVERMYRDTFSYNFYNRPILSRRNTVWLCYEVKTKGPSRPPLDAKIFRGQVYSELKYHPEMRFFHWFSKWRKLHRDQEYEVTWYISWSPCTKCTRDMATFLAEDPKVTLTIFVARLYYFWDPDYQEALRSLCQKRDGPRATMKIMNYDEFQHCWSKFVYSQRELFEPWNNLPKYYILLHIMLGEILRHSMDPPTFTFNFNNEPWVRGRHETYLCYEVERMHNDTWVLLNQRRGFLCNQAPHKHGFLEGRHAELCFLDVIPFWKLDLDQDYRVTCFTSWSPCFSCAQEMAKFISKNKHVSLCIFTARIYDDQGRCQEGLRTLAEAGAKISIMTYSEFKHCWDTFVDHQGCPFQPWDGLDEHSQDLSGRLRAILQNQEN
MPTP inh = mitochondrial permeability transition pore inhibitors, primary screen, biochemical, isolated mouse mitochondria, absorbance | Ca2+ swelling absorbance, 30 min | inhibition, % at 10 µM | 360,000 compounds, 1.4% hits | AID 602449, 2012;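 active means inhibition of 50% or more, scaled per plate between neutral and stimulator controls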;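 further: 0% = DMSO wells given calcium and 100% = 1 mM EGTA wells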
A3A deaminase = APOBEC3A ssDNA deaminase inhibitors, primary screen, selectivity assay for APOBEC3G inhibitor project, biochemical, FAM/TAMRA oligo cleavage fluorescence; recombinant A3A, FAM/TAMRA ssDNA deamination fluorescence; inhibition, % at 20 µM; 330,000 compounds, 0.41% hits;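 active means at least 40% inhibition at 20 µM here, with at most 30% in a related deaminase screen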;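 further: plate controls were A3A with DMSO for no effect and wells lacking A3A enzyme for full effect; some results filed as inactive read as strong as hits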
mIAP inh = inhibitors of mouse IAP, primary screen, biochemical, luminescence, uHTS; intestinal alkaline phosphatase [Mus musculus]; inhibition, % at 10 µM; purified mouse IAP, CDP-Star luminescence, 30 min; 330,000 compounds, 0.2% hits;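 active means inhibition of at least 40% at 10 µM in the primary screen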;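 further: plate controls were DMSO with enzyme for no effect and no enzyme wells for full effect; values of inactives mirror those of a sister screen read the other way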
MIN6 prolif = inducers of MIN6 beta-cell proliferation, primary screen, ATP luminescence, uHTS. 330,000 compounds, 0.29% hits. proliferation, % at 10 µM. AID 2380, 2010. MIN6 cells proliferation, ATPlite luminescence, 48 h; cells starved in 0.2% serum; 100% = growth in 10% serum;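 active means compounds whose signal lies at least 3.5 SD above the mean of all wells on their plate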;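 further: 0% = DMSO-treated cells in low-serum medium and 100% = 10% serum control; some compounds called inactive have numbers as strong as hits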
hIAP act = human IAP activators, primary screen, biochemical, luminescence, uHTS; Intestinal-type alkaline phosphatase (Homo sapiens), P09923; purified human IAP, CDP-Star luminescence, 30 min; hits give high values; 1 = vehicle-only enzyme, 0 = enzyme-free background; activation factor at 10 µM; 330,000 compounds, 0.16% hits;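 active means activation factor of the enzyme at least 2-fold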; further: the source names both 10 and 20 µM as test concentration; values of inactives mirror those of a sister screen read the other way
Target sequence (P09923 whole entry, looked up): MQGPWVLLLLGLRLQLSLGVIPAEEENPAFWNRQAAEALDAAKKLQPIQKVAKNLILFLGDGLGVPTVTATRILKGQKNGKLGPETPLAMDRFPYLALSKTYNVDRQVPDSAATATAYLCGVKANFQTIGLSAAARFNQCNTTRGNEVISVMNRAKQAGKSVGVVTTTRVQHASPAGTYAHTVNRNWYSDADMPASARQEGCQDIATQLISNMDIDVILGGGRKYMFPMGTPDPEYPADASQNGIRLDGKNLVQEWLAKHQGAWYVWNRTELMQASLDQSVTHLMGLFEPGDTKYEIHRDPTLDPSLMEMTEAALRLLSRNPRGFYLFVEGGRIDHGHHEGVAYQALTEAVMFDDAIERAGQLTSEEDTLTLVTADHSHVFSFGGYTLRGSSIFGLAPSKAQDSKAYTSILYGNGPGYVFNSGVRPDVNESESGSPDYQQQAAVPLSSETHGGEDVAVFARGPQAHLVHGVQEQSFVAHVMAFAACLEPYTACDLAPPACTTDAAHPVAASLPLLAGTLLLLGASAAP
hIAP block = human IAP inhibitors, primary screen, biochemical, luminescence, uHTS | purified IAP, CDP-Star luminescence, 30 min | inhibition, % at 10 µM | 330,000 compounds, 0.12% hits | AID 2544, 2010;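 active means inhibition reaching a set limit with compound at 10 µM in the primary screen, cut at about 35% in these data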;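 further: plate controls were DMSO wells with enzyme for no effect and no-enzyme buffer wells for full effect; values of inactives mirror those of a sister screen read the other way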
mIAP act = activators of mouse IAP, primary screen, biochemical, luminescence, uHTS; 330,000 compounds, 0.24% hits; muIAP, CDP-Star luminescence, 30 min; hits give high values; 1 = vehicle-only enzyme signal, 0 = enzyme-free wells; activation factor at 10 µM; intestinal alkaline phosphatase [Mus musculus]; AID 2805, 2010;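 active means activation factor of at least 2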; further: the source names both 10 and 20 µM as test concentration; values of inactives mirror those of a sister screen read the other way
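also added = chemiluminescent substrate CDP-Star | test system = mouse IAP enzyme | signal = chemiluminescence readout | compound = DMSO-dissolved test compounds | incubation = 30 min at room temperature | benchmarks = DMSO wells, no-enzyme wells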
GRIN3A LBD mod = binders of NR3A ligand-binding domain, primary screen, biophysical, differential scanning fluorimetry, uHTS. Glutamate receptor ionotropic, NMDA 3A (GRIN3A) ligand-binding domain. NR3A LBD differential scanning fluorimetry, Tm shift; 0% = protein alone, 100% = glycine-bound protein. Tm shift relative to glycine control, % at 25 µM. 340,000 compounds, 2.5% hits. AID 1259313, 2017;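 active means melting temperature shift of at least 10% of the positive control shift, at one fixed dose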
Numbers without * were called inactive; nt = not tested or not shown.

SMILES	A3G deaminase	MPTP inh	A3A deaminase	mIAP inh	MIN6 prolif	hIAP act	hIAP block	mIAP act	GRIN3A LBD mod
O=C1CC(c2cccc([N+](=O)[O-])c2)c2cc3c(cc2N1)CCC3 (stereo unspecified)	-2	3.6	0	3	-1	0.94	6	0.97	-2
O=C(c1ccccc1[N+](=O)[O-])n1cnc2ccccc21	1	0.9	3	1	-2	1.1	-12	0.99	-2
COCCN(Cc1nc(C2(c3ccc(C)cc3)CCCC2)no1)C(C)C	1	-1.7	4	-1	1	1	-3	1	2
Cc1ccc(C2=NOC(C)(c3nnc(-c4ccncc4)o3)C2)cc1 (stereo unspecified)	-5	0.7	0	33	-5	0.97	3	0.67	1
CC(C)(C)NC(=O)C(c1ccsc1)N(CCc1ccccc1)C(=O)Cn1nnc2ccccc21 (stereo unspecified)	-6	1.5	-4	0	-2	1	0	0.99	-3
Cc1cccc(OCC(=O)NCC(C)(C)N2CCOCC2)c1	-5	-0.3	-2	-2	1	1.1	-14	1	2
O=C(NC(=S)Nc1cccc(O)c1)C1CCCCC1	-1	1.1	-5	6	1	1	-1	0.94	0
CN=C(c1ccccc1)c1c(C)cccc1C	-3	2.5	-6	-17	-3	1.2	-17	1.2	-3
O=C(CSc1nnc(Nc2ccccc2)s1)Nc1cccc(S(=O)(=O)N2CCCCC2)c1	-1	10	5	-28	-5	0.98	2	1.3	16*
N#CCC(=O)c1sccc1-n1cccc1	0	-1.9	14	19	-2	0.91	9	0.81	-1
CCOC(=O)N1CCN(C(=O)C2CCN(c3nnc(-n4cccc4)s3)CC2)CC1	-2	0.3	0	11	0	1.1	-6	0.89	-1
COc1ccc(C(=O)c2ccccc2O)c(O)c1	-4	-0.6	0	-8	2	0.91	9	1.1	8
CSc1ccc(N=Nc2c(C)[nH]n(C)c2=O)cc1	-5	2.5	3	19	2	1.1	-6	0.81	-1
C#CCOCCOCCOCCNc1nc(N2CCOCC2)nc(N2CCN(C(=O)[C@H](Cc3cc4ccccc4[nH]3)n3cc([C@@H](N)CC(C)C)nn3)CC2)n1	-5	2.2	-1	-10	-2	1.1	-14	1.1	0
CCn1c(Cc2ccc(OC)cc2)nnc1SCC(=O)N1CCN(c2ccccc2)CC1	-7	1.5	-2	2	-1	0.81	20	0.98	0
O=C(CCNS(=O)(=O)c1ccc(Cl)cc1)N1CCN(c2ncccn2)CC1	-6	-0.8	2	5	1	1.1	-10	0.95	3
Cc1c(C(=O)NCC2COc3ccccc3O2)oc2ccc(S(=O)(=O)N3CC(C)CC(C)C3)cc12 (stereo unspecified)	3	4.7	4	1	-3	0.99	1	0.99	-1
O=C(O)c1ccc(N2CCCCC2)cc1	-1	-2.3	-2	-4	2	1.1	-13	1	0
O=C(NC1CCCCC1)c1cc(-c2ccc(Cl)cc2)on1	-2	0.7	-2	-4	-1	0.95	5	1	-1
N/C(=N\OC(=O)c1ccc2ccccc2c1)c1cccc([N+](=O)[O-])c1	-6	0.3	-2	12	-6	0.91	9	0.88	35*
CC(C)[C@H](NC(=O)Nc1ccc(S(N)(=O)=O)cc1)C(=O)O	-5	0.6	-2	2	-3	1	-1	0.98	6
O=C(NC1CCCCCC1)C1c2ccccc2C(=O)N1C1CC1 (stereo unspecified)	-9	-3.8	0	4	0	0.79	21	0.96	-3
O=C(Nn1c(=O)[nH]c2ccccc2c1=O)c1ccco1	-4	2.1	0	2	-3	0.92	8	0.98	-2
COc1ccc(-c2cc(C(F)(F)F)n3nc(C(=O)N(C)Cc4ccccc4)cc3n2)cc1OC	-4	5.0	-12	-11	-2	1.1	-7	1.1	3

A run of entries from further up, for reference:
SMILES	A3G deaminase	MPTP inh	A3A deaminase	mIAP inh	MIN6 prolif	hIAP act	hIAP block	mIAP act	GRIN3A LBD mod
O=C(NC1CCCCC1)c1cc(-c2ccc(Cl)cc2)on1	-2	0.7	-2	-4	-1	0.95	5	1	-1
N/C(=N\OC(=O)c1ccc2ccccc2c1)c1cccc([N+](=O)[O-])c1	-6	0.3	-2	12	-6	0.91	9	0.88	35*
CC(C)[C@H](NC(=O)Nc1ccc(S(N)(=O)=O)cc1)C(=O)O	-5	0.6	-2	2	-3	1	-1	0.98	6
O=C(NC1CCCCCC1)C1c2ccccc2C(=O)N1C1CC1 (stereo unspecified)	-9	-3.8	0	4	0	0.79	21	0.96	-3
O=C(Nn1c(=O)[nH]c2ccccc2c1=O)c1ccco1	-4	2.1	0	2	-3	0.92	8	0.98	-2

(next part)
SMILES	A3G deaminase	MPTP inh	A3A deaminase	mIAP inh	MIN6 prolif	hIAP act	hIAP block	mIAP act	GRIN3A LBD mod
CCN1CCN(S(=O)(=O)c2ccc(OC)c(NC(=O)c3ccccc3)c2)CC1	-7	0.0	-1	3	0	1.3	-33	0.97	1
COc1cccc(C(=O)C2CCCN(Cc3cccc(-n4nc(C)cc4C)c3)C2)c1 (stereo unspecified)	-6	1.9	-1	14	-2	0.78	22	0.86	-3
Cc1ccc(-c2noc(CSc3nnc(CCc4ccccc4)n3-c3ccccc3)n2)cc1	-11	0.4	-1	13	-6	0.81	19	0.87	2
CC(/C=C/c1ccc2c(c1)OCO2)=N/NC(=O)C1COc2ccccc2O1 (stereo unspecified)	-4	nt	7	2	0	1	-1	0.97	nt
O=C(CN1C(=O)/C(=C\c2cccs2)SC1=S)Nc1cccc(C(=O)O)c1	-2	0.8	-1	6	-3	1.1	-8	0.94	-36
CN1CCCN(C(=O)CC(c2ccccc2)c2ccccc2)CC1	-5	0.8	-2	4	2	0.84	16	0.96	0
Cc1ccsc1C(=O)C1CCCN(Cc2cc(F)ccc2-n2cccn2)C1 (stereo unspecified)	-8	1.0	-4	-2	-4	0.95	5	1	-2
CCn1ccnc1CN1CCC(n2nccc2NC(=O)c2ccccc2OC)CC1	-6	0.2	-1	-6	3	1	-3	1.1	-1
COc1ccc(NC(C)=O)cc1NC(C)C(=O)Nc1ccc(S(=O)(=O)N2CCCCC2)cc1 (stereo unspecified)	-3	0.1	-5	-10	1	0.99	1	1.1	1
O=C(COC(=O)c1ccc2ccccc2n1)Nc1ncc(C(F)(F)F)cc1Cl	-3	-1.7	0	2	-3	0.93	7	0.98	2
COc1cccc(NC(=O)CSc2nc3ccccc3c(=O)n2C)c1	-12	4.0	1	0	-1	0.86	14	1	1
CC1CCN(C(=O)c2[nH]cnc2C(=O)N[C@@H](Cc2ccccc2)C(=O)OC(C)(C)C)CC1	-15	-0.3	-5	1	-5	1.4	-44	0.99	1
O=S(=O)(CCOc1ccccc1)c1nc2ccccc2[nH]1	-5	0.9	1	-3	-6	1.1	-8	1	2
COc1cc(O)c(C(CC(=O)N2CCCC2)c2cc(OC)c(OC)c(OC)c2)c(OC)c1 (stereo unspecified)	-15	-2.3	-7	-1	-6	1.3	-30	1	-1
COc1cccc(CN(C)C(=O)c2cc(S(=O)(=O)NC3CCCCC3)ccc2C)c1	-9	-2.2	-5	0	5	0.94	6	1	-1
Cc1cc(=O)c2c([nH]1)c(C)cc1[nH]c(C)c(C)c12	-4	-1.7	-4	-6	-3	0.98	2	1.1	1
Cn1c(=N)n(CC(O)c2ccccc2)c2ccccc21 (stereo unspecified)	-3	0.0	0	-1	3	1	-2	1	1
CC1CC(C)CN(C(=O)CN2C(=O)NC(c3ccccc3)(c3ccccc3)C2=O)C1 (stereo unspecified)	-3	-1.0	-1	7	0	1	-2	0.93	-7
CSc1ccccc1NC(=O)CSc1cccc[n+]1[O-]	-4	-2.3	0	-4	6	0.95	5	1	0
Cc1ccc(NC(=O)CN2C(=O)c3ccccc3C2=O)c(C)c1	-5	1.0	-4	0	-1	1.1	-11	1	-1
O=C(C[n+]1ccccc1)Nc1ccccc1[N+](=O)[O-]	15	0.4	-7	5	-2	1	0	0.95	1
COCCCn1c(Cc2csc(Nc3ccc(F)cc3)n2)nnc1SCC(N)=O	1	-3.6	-1	-14	-2	1	-4	1.1	0
O=C(c1ccccc1F)N1CCN=C1c1ccccc1	-6	-0.9	-2	2	-2	1	-3	0.98	0
CC(C)Cc1nnc(NC(=O)CCNC(=O)c2ccccc2Cl)s1	-6	-0.6	-2	-7	-3	1	0	1.1	0
Cc1cccc(OP(=O)(Nc2c(C)n(C)n(-c3ccccc3)c2=O)Oc2cccc(C)c2)c1	-5	2.0	-2	5	-3	0.9	10	0.95	-2
CN1CCN(c2ncc3c(n2)CC(c2ccccc2F)CC3=O)CC1 (stereo unspecified)	-3	1.4	3	2	-2	0.99	1	0.98	-2
CCOC(=O)c1ccc(NC(=O)c2ccc(CN3CCOCC3)cc2)cc1	-1	1.1	2	0	-1	1.1	-8	1	2
COc1ccccc1C(=O)N1CCN(c2ccccn2)CC1	-6	-0.5	-3	6	3	0.94	6	0.94	-2
CC(=O)N1c2ccc(S(=O)(=O)NCC3CCC(C(=O)Nc4cc(C)ccn4)CC3)cc2CC1C (stereo unspecified)	-2	-0.1	1	-3	-2	0.97	3	1	-4
O=C(CCC(=O)N1CCOc2ccccc21)NCCCc1ccccc1	1	-1.3	1	2	5	0.87	13	0.98	-1
CCOC(=O)C1=C(C)N(C)C(=O)NC1c1c(C)nn(-c2ccc(C)cc2)c1Cl (stereo unspecified)	-5	-1.2	-2	2	-1	0.96	4	0.98	1
Cc1cc(C)c2cc(C#N)c(N3CCCC3)nc2c1	-4	-0.3	-4	-4	-1	0.93	8	1	-2
CCOc1ccc(/C=C\c2nc(O)c([N+](=O)[O-])c(=O)[nH]2)cc1OCC	-6	-1.5	-4	4	1	0.95	5	0.96	0
COc1ccc(-n2nc([N+](=O)[O-])c(=NCCC3=CCCCC3)n2O)cc1	-5	0.1	-2	15	-5	0.88	12	0.85	2
CCc1ccccc1NC(=O)CSC1=C(C#N)C(c2ccc3c(c2)OCO3)C2=C(CCCC2=O)N1 (stereo unspecified)	2	0.3	-2	17	-2	1	-3	0.83	-14
Cn1c(SCC(=O)NC2CC2)nnc1-c1cccc(NC(=O)c2ccccc2F)c1	-3	0.6	2	6	0	1	-1	0.94	0
O=C(CSCc1c(F)cccc1Cl)NCc1ccco1	-2	1.8	2	3	2	1	-3	0.97	-3
CCNC(=O)CN1C(=O)NC(CCc2ccccc2)C1=O (stereo unspecified)	1	0.5	11	1	-1	1.1	-11	0.99	0
COc1ccc(CCNC(=S)NC(=O)c2c(-c3ccccc3Cl)noc2C)cc1OC	-2	4.9	-1	3	-2	1.1	-8	0.97	-1
CSc1ccc(/C=N/n2c(Cc3ccc(Br)cc3)n[nH]c2=S)cc1	-7	1.2	-1	2	-6	0.98	2	0.98	-3
COc1ccc(C(=O)NC(CC(C)C)C(=O)O)cc1OC (stereo unspecified)	-3	3.4	0	19	0	0.93	7	0.81	0
Cc1ccccc1C1C(C#N)=C(N)N(N(C)C)C2=C1C(=O)CC(C)(C)C2 (stereo unspecified)	-2	-0.1	-2	0	-1	1	-4	0.99	0
